# GALK inhibitor: GALK (human) enzyme inhibition; recombinant GALK, Kinase-Glo ATP luminescence, 1 h; Potency, µM (doses to about 57.5 µM), inactives show at the highest dose activity, negative = inhibition, actives largely listed as inhibitors; 44,000 tested, under 10 active; AID 1347072;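 also: plate controls were full GALK reaction for no effect and reaction lacking GALK for full effect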
#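 Reactions with and without enzyme served as controls. GALK at 5 nM phosphorylates 100 uM galactose using 35 uM ATP (HEPES pH 8.0, Mg2+) for 1 h at RT, with luminescence read 10 min after adding Kinase-Glo Plus.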
# p53null 39C tox: kills p53 null cells at the nonpermissive temperature. H1299 p53-null (neo) cells, 39C, ATPlite viability, 24 h. Potency, µM (top dose mostly 46.1 µM), without a hit: at the highest dose activity, negative = cell killing, most hits filed as cytotoxic. 55,000 tested, 0.97% active. AID 904;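 also: potency is read from the fitted curve at half-maximal effect; 0% = DMSO only and -100% = full killing by 100 µM tamoxifen; nearly all actives have a fitted effect of over 50% in size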
#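 Luminescent ATP signal reported cell survival after H1299 lines (neo, p53 null; or p53 A138V) received up to 46 uM compound and 24 hr incubation at 39C.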
# NTMT1 inh: NTMT1 methyltransferase inhibition. 59,000 tested, 2.5% active. NTMT1 MTase-Glo SAH luminescence, purified enzyme. AID 1645870. Potency, µM (top dose mostly 114 µM), for the others: at the highest dose activity change, negative = inhibition, hits mostly inhibitors. Q9BV86;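 also: potency is read from the fitted curve at half-maximal effect; plate controls were DMSO vehicle for no effect and no enzyme for full effect; nearly all actives have a fitted effect of over 65% in size; many of its hits are not listed in these tables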
# Target sequence (Q9BV86 whole entry, looked up): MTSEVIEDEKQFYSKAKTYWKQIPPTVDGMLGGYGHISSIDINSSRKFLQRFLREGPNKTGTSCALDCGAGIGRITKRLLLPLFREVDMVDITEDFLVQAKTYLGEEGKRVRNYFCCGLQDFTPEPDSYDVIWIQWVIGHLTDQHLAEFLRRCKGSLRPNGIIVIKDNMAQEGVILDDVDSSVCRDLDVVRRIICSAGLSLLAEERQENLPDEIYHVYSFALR
# B2AR arrestin ag: ADRB2 beta-arrestin recruitment. HTLA Tango cells, beta-arrestin recruitment, luciferase luminescence, 18 h. 44,000 tested, under 10 active. AID 1347077. Potency, µM (titrated, usually from 46.1 µM), for the others: at the highest dose activation, actives largely listed as activators;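 also: potency is read from the fitted curve at half-maximal effect; 0% = DMSO and full agonism = EC100 isoproterenol or metaproterenol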
#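 Tango cells (recombinant beta2-AR, beta-arrestin, tTA-driven luciferase), 1500/well in DMEM 1% FBS, treated 18 h at 37 °C with compounds up to 46 µM; luciferin mix added, luminescence read after 15 min; %activity curves fitted and curve-classed.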
# p53null 32C kill: kills p53 null cells at the permissive temperature. H1299-neo p53 null cells, ATP luminescence, 24 h, 32C. Potency, µM (doses to about 46.1 µM), inactives show at the top dose activity change, negative = cytotoxicity, hits mostly cytotoxic. 55,000 tested, 0.62% active. AID 903;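 also: potency is read from the fitted curve at half-maximal effect; 0% = DMSO only and -100% = full killing by 100 µM tamoxifen; nearly all actives have a fitted effect of over 55% in size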
#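 H1299-neo, 600 cells/well; overnight 37C; cpd up to 46 uM, 24 h at 32C; ATPlite luminescence after 20 min RT; normalized to DMSO (0%) and tamoxifen 100 uM (100% kill); Hill-fit AC50.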
# FH mod: Identification of activators of human fumarate hydratase by quantitative high-throughput screening; FH coupled MDH/diaphorase resazurin fluorescence, 15 min; 54,000 tested, 0.22% active; Potency, µM (highest dose often 79.9 µM), inactives show at the highest dose activity change, negative = inhibition, most hits filed as inhibitors; Fumarate hydratase, mitochondrial (Homo sapiens), P07954; also: potency is read from the fitted curve at half-maximal effect; % is scaled to controls: 0 for no effect and ±100 for the full control effect; the screen sought activators but most active calls are inhibition curves; nearly all actives have a fitted effect of over 45% in size
# Target sequence (P07954 whole entry, looked up): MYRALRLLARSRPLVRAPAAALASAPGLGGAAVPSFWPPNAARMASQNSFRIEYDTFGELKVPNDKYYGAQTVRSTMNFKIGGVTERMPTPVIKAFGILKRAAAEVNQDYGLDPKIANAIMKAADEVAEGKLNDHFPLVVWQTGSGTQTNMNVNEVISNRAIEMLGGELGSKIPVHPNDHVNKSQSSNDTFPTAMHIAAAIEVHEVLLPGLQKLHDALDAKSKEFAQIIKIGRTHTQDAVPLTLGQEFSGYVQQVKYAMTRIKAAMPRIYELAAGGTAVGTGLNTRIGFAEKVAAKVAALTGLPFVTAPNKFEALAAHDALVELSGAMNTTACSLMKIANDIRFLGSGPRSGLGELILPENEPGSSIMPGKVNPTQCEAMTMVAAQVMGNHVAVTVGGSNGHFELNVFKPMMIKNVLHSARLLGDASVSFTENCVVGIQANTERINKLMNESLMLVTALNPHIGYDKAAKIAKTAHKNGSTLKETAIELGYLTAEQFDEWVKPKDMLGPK
# PTAP-TSG101 blk: TSG101-PTAP interaction inhibition, HIV-1 budding; Fluorescence polarization, FITC-PTAP peptide/Tsg101, 20 min; Potency, µM (series often up to 115 µM), without a hit: at the highest dose activity change, negative = inhibition, usual class: inhibitors; 44,000 tested, under 10 active; AID 1347069; also: potency is read from the fitted curve at half-maximal effect; 0% is about no effect
#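 Fluorescence polarization binding of Tsg101 binding domain (10 uM final) to FITC-labeled PTAP-motif peptide (50 nM final) in HEPES pH 7.5/NaCl/Tween 20/EDTA/TCEP buffer; 20 min at r.t. Actives by curve class, <25 µM, efficacy <60% inhibition.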
# Starred values were filed as active, the others as inactive; u = inconclusive; x = no result given; [ ] = remark or other dose. Calls follow the shape of the dose curve; as a rule, active = well fitted curve in the direction sought with a large enough effect; inconclusive = small, poorly fitted or top-dose-only effect, or another doubt; inactive = no such curve, though single readings can be large; an effect the other way counts as inactive or inconclusive. These rows are one share of the data, so the mix of outcomes need not match the whole.
SMILES,GALK inhibitor,p53null 39C tox,NTMT1 inh,B2AR arrestin ag,p53null 32C kill,FH mod,PTAP-TSG101 blk
CCCCc1nn2c(=O)cc(COC(=O)c3ccc4c(c3)OCO4)nc2s1,2%,5%,5%,-1%,-3%,37%,-8%
Cc1noc(Cn2c(=O)c3ccccc3n(CC(=O)Nc3ccc(F)cc3F)c2=O)n1,3%,-9%,-1%,0%,0%,-37%,1%
COc1ccc(N2CCN(Cc3nc4c(c(=O)[nH]c(=O)n4C)n3Cc3ccccc3F)CC2)cc1,7%,10%,-8%,1%,-6%,-8%,-2%
Cc1nc2sccn2c(=O)c1S(=O)(=O)Nc1ccc(N2CCOCC2)c(Cl)c1,-7%,3%,-1%,0%,1%,-16%,-7%
Cc1nc(-c2cccc(F)c2)sc1CCNC(=O)c1c(F)cccc1Cl,-3%,18%,9%,0%,-10%,4%,1%
CSc1nn(Cc2cccc(Cl)c2)c(N(C(C)=O)C(C)=O)c1S(=O)(=O)c1ccccc1,0%,-8%,-4%,0%,-9%,-20%,-3%
O=C(CSc1nc(-c2cccs2)nc2cc(=O)[nH]n12)Nc1ccc(F)cc1,0%,-16%,x,0%,5%,x,-8%
O=C(CSc1nnc(-c2ccccc2)c(-c2ccccc2)n1)NC1CCCC1,2%,0%,3%,-1%,-2%,2%,0%
Cc1ccc(-n2ncc3c(NCCc4ccccc4)ncnc32)cc1C,-1%,u,-2%,-1%,-12%,-15%,-9%
O=C(NCc1ccc(Cl)cc1)C1=Cc2cc(Br)ccc2OC1,-3%,7%,12%,3%,40%[activator],3%,0%
Cc1nncn1-c1ccc(C(=O)Nc2cc(F)ccc2F)cc1,0%,11%,24%,-1%,-2%,-1%,-4%
CCCCNC(=O)CCn1c(=O)c2cccn2c2ccc(F)cc21,2%,116%[activator],11%,0%,-3%,8%,-16%

# Just p53null 39C tox, p53null 32C kill and PTAP-TSG101 blk, for some of the entries so far:
structure	p53null 39C tox	p53null 32C kill	PTAP-TSG101 blk
Cc1nc(-c2cccc(F)c2)sc1CCNC(=O)c1c(F)cccc1Cl	18%	-10%	1%
Cc1nc2sccn2c(=O)c1S(=O)(=O)Nc1ccc(N2CCOCC2)c(Cl)c1	3%	1%	-7%
O=C(CSc1nnc(-c2ccccc2)c(-c2ccccc2)n1)NC1CCCC1	0%	-2%	0%
Cc1noc(Cn2c(=O)c3ccccc3n(CC(=O)Nc3ccc(F)cc3F)c2=O)n1	-9%	0%	1%

# Continued:
SMILES,GALK inhibitor,p53null 39C tox,NTMT1 inh,B2AR arrestin ag,p53null 32C kill,FH mod,PTAP-TSG101 blk
CCC(=O)N1CCCc2cc(S(=O)(=O)N3CCC(C(=O)Nc4cccc(Cl)c4)CC3)ccc21,-3%,21%,12%,0%,-1%,-11%,-7%
CC(=O)N1CCc2cc(S(=O)(=O)NC(CC(C)C)C(=O)Nc3cc(C)cc(C)c3)ccc21 (configuration not stated),9%,20%,15%,1%,0%,-10%,-9%
Cc1ccccc1C(=O)Nc1ccc(S(=O)(=O)N2CCC(c3nc4ccccc4s3)CC2)cc1,-12%,5%,-2%,-1%,9%,-1%,-3%
COc1cc2nc(Nc3ccc(C)c(C)c3)nc(N)c2cc1OC,-6%,32µM*,u,-1%,u,-15%,-6%
Cc1ccc(C)c(N2CCN(C(=O)c3cc(S(=O)(=O)N4CCCCCC4)cn3C)CC2)c1,-1%,42%[activator],1%,0%,10%,u,-4%
CCN(CC)C(=O)Cn1c(SCCOc2ccc(Cl)cc2)nc2ccccc21,2%,2%,u,-2%,-9%,-10%,-6%
CCOC(=O)CSc1nc2sc3c(c2c(=O)n1-c1ccccc1)CC(C(C)C)OC3 (configuration not stated),-1%,-11%,x,-1%,4%,x,0%
CN(Cc1ccc(F)cc1)S(=O)(=O)c1nnc(NC(=O)c2ccccc2)s1,1%,-10%,26%,0%,-10%,0%,-4%
CCOC(=O)c1c(C)[nH]c(C)c1S(=O)(=O)NCC(=O)Nc1cc(Cl)ccc1OC,1%,-13%,12%,-1%,-8%,-4%,0%
O=C(NCc1ccccc1F)C1CCN(Cc2cc3ccccc3n2Cc2cccc(Cl)c2)CC1,0%,7%,-1%,-1%,5%,-13%,0%
Cc1cccc(CS(=O)(=O)CC2Nc3ccc(C(=O)NCc4ccccc4Cl)cc3NC2=O)c1 (configuration not stated),2%,19%,x,-1%,-2%,x,8%
O=C(NCc1cccs1)c1nn(-c2ccccc2)nc1CO,u,-11%,11%,-2%,5%,0%,2%

# Some values from above.
# Cc1ccccc1C(=O)Nc1ccc(S(=O)(=O)N2CCC(c3nc4ccccc4s3)CC2)cc1 – p53null 32C kill: 9%
# CCCCc1nn2c(=O)cc(COC(=O)c3ccc4c(c3)OCO4)nc2s1 – GALK inhibitor: 2%

# One compound at a time, from the list above. Screens in order: GALK inhibitor	p53null 39C tox	NTMT1 inh	B2AR arrestin ag	p53null 32C kill	FH mod	PTAP-TSG101 blk
# `Cc1nc(-c2cccc(F)c2)sc1CCNC(=O)c1c(F)cccc1Cl` is listed with -3%	18%	9%	0%	-10%	4%	1%
# `Cc1nncn1-c1ccc(C(=O)Nc2cc(F)ccc2F)cc1` is listed with 0%	11%	24%	-1%	-2%	-1%	-4%

# Following part
SMILES,GALK inhibitor,p53null 39C tox,NTMT1 inh,B2AR arrestin ag,p53null 32C kill,FH mod,PTAP-TSG101 blk
COc1ccc(Cl)cc1NC(=O)Cc1coc2c(C)c(C)ccc12,-11%,15%,7%,-1%,5%,u,0%
CC(=O)Nc1ccc2nc(SCCOc3cc(C)cc(C)c3)sc2c1,-4%,27%,u,-2%,-2%,10%,-3%
O=C(CCn1c(=O)c2cccn2c2cccnc21)Nc1ccccc1C(F)(F)F,0%,-12%,-8%,0%,2%,6%,-11%
CC(=O)c1ccc(NC(=O)Cn2c(=O)c3cccn3c3ccccc32)cc1,2%,114%[activator],-1%,1%,13%,18%,0%
CCCN1Cc2cccc(C(=O)Nc3cc(Cl)ccc3C)c2C1=O,-1%,-9%,11%,1%,-8%,-2%,-2%
Cc1ccccc1NC(=O)Cn1c(=O)n(Cc2ccc3c(c2)OCO3)c(=O)c2oc3ccccc3c21,0%,-13%,-20%,0%,4%,-12%,-3%
COc1cc(NC(=O)c2cc3cc4ccc(OC)c(Cl)c4nc3s2)cc(OC)c1,0%,-13%,-7%,0%,0%,-8%,2%
COc1ccc(CNC(=O)c2nc(SCc3ccccc3F)ncc2Cl)cc1,1%,2%,27%,-1%,-6%,-20%,-2%
CC1(C(=O)Nc2cccc(Br)c2)Cc2ccccc2C(=O)O1 (configuration not stated),4%,10%,12%,-4%,-2%,-18%,-2%
COc1ccc(-c2nc3cc(C)ccn3c2NC(=O)c2ccc(F)cc2)cc1,-3%,-30%,3%,-2%,-6%,-8%,-1%
O=C(CCS(=O)(=O)c1cc2c3c(c1)CCN3C(=O)CC2)NCc1ccc(Cl)cc1,-3%,-7%,0%,1%,2%,1%,-11%
Cc1oc(-c2ccc(Cl)cc2)nc1CS(=O)CC(=O)NCc1ccc(Cl)cc1 (configuration not stated),0%,-14%,-1%,1%,2%,-11%,0%

# A run of entries from the list above:
SMILES,GALK inhibitor,p53null 39C tox,NTMT1 inh,B2AR arrestin ag,p53null 32C kill,FH mod,PTAP-TSG101 blk
COc1ccc(Cl)cc1NC(=O)Cc1coc2c(C)c(C)ccc12,-11%,15%,7%,-1%,5%,u,0%
CC(=O)Nc1ccc2nc(SCCOc3cc(C)cc(C)c3)sc2c1,-4%,27%,u,-2%,-2%,10%,-3%

# (next part)
SMILES,GALK inhibitor,p53null 39C tox,NTMT1 inh,B2AR arrestin ag,p53null 32C kill,FH mod,PTAP-TSG101 blk
Cc1cc(NC(=O)CCc2nc3cccnc3n2-c2ccccc2)ccc1Br,-3%,-11%,-7%,-2%,-20%,-10%,-7%
COc1ccc(OC)c(CNC(=O)CCn2c(=O)c3cccn3c3ccc(F)cc32)c1,-2%,34%[activator],-19%,0%,-2%,-3%,0%
Cc1ccc2nc(-c3cc(NC(=O)/C=C/c4ccccc4)ccc3Cl)oc2c1,0%,-24%,0%,u,-14%,-3%,-2%
Cc1ccc2nc(COc3cccc(NC(=O)Nc4ccc(C)c(Cl)c4)c3)cc(=O)n2c1,2%,6%,-1%,-1%,-12%,2%,1%
COc1cc2[nH]c(=O)n(CCC(=O)N3CCN(c4ccc(Cl)cc4)CC3)c(=O)c2cc1OC,5%,1%,u,0%,-6%,-15%,-1%
COc1ccc(-c2noc(N3CCN(c4ccc(Cl)cc4)CC3)n2)cc1OC,1%,-8%,-23%,2%,4%,-14%,-3%
COc1ccccc1C1=Nn2c(nc3sc(C(=O)Nc4ccccc4Cl)c(C)c3c2=O)SC1,0%,6%,3%,-2%,16%,-1%,-1%
O=C(O)c1c(-c2ccccc2)oc2ccc(OCc3c(F)cccc3Cl)cc12,-2%,38%[activator],9%,0%,13%,-26%,-5%
Oc1ccccc1-c1nc(/C=C/c2ccc(F)cc2)no1,4%,-27%,4%,1%,-23%,-4%,-7%
CN(C)c1ccc(NC(=O)CCSc2nc(-c3ccco3)cc(C(F)(F)F)n2)cc1,0%,-21%,-9%,1%,13%,u,-1%
CN1c2ccccc2-c2nc(SCC(=O)Nc3ccccc3C(F)(F)F)ncc2S1(=O)=O,-2%,5%,7%,-1%,-10%,-12%,-3%
COCCCNC(=O)c1cc(-c2cccnc2)nc2ccccc12,-2%,1%,12%,-1%,-14%,-6%,-1%
O=C(CCn1c(=O)c2ccccc2n(Cc2ccc(Cl)cc2)c1=O)NCc1ccc2c(c1)OCO2,-1%,u,u,-2%,2%,1%,-2%
O=C(CS(=O)(=O)c1ccc(Cl)cc1)Nc1nc2ccc(Br)cc2s1,-11%,-3%,7%,-4%,5%,-5%,0%
COc1ccc(-c2nnc(SCC(=O)Nc3ccc(C(C)=O)cc3)nc2-c2ccc(OC)cc2)cc1,-3%,11%,2%,u,0%,u,2%
CCc1ccccc1Nc1ncnc2c1nc1n2CCCC1,5%,-9%,-9%,0%,4%,-3%,-2%

# High-throughput results from PubChem BioAssay.
